Screening results deposited in PubChem by Broad Institute.
ARNT TACC3 PPI – disruptors of human ARNT/TACC3 interaction. Q9Y6A5. AlphaScreen His-ARNT PAS-B/GST-TACC3 binding, luminescence; TACC3 fragment carries E629A point mutation. inhibition, % at 9.99 µM. hit rate 0.66% among 390,000. AID 623870;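 active = mean inhibition of replicates at least 50% and at least half of replicates each reaching 50%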;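 also: 0% = complete ARNT plus TACC3 wells and 100% = ARNT alone without TACC3; many hits fall short of the cut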
LGR2 inh – inhibitors of bursicon-induced Drosophila LGR2 receptor cAMP signaling; HEK293 LGR2, CRE-luciferase, bursicon-stimulated, 4 h; inhibition, % at 9.99 µM; hit rate 0.35% among 380,000;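 active = drop in luminescence signal, shown as inhibition above about 50% in the replicate tests, limit read from the data, passing the limit was not always enough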;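 also: agonist challenge used bursicon conditioned medium at about half maximal strength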
Statin myotox sup – protects C2C12 myotubes from simvastatin toxicity; ATP luminescence, 48 h; scaled: DMSO 0, geranylgeraniol control 100; rescue of ATP level, % at 7.49 µM; hit rate 0.78% among 330,000;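 active = mean ATP rescue above about 67%, or every replicate alone reaching that limit, limit read from the data, passing the limit was not always enough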;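 also: myotubes were challenged with 10 µM simvastatin during compound exposure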
PglD DTNB – PglD (C. jejuni) enzyme inhibition | purified PglD enzyme, DTNB colorimetric CoA detection | inhibition, % at 12.5 µM | hit rate 0.098% among 360,000; in the data active = inhibition above about 16%, passing the limit was not always enough; also: strong numbers were not always called active
PGC1a acetyl inh – modulators of PGC1a acetylation; U2OS PGC1a acetylation, AlphaScreen anti-acetyl-lysine; with virally co-expressed GCN5 acetyltransferase; inhibition, % at 15.6 µM; hit rate 0.17% among 350,000; AID 651687;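 active = every replicate shows inhibition of at least 40%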;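 also: 0% = neutral control wells and 100% = positive control wells; some results beyond the cut were filed as inactive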
Cneo AK release – causes C. neoformans cell lysis; adenylate kinase release luminescence, 4 h; normalised: neutral wells 0, clomiphene wells 100; lysis activity, % at 15 µM; hit rate 0.2% among 360,000; AID 651654;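 active = mean lysis activity across replicates of at least 80%, whatever share of replicates individually reach that level; inactive = mean lysis activity below 80%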
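Material – log-phase Cryptococcus neoformans yeast cells · Input – 5 × 10^6 yeast cells/mL · Medium – fresh YPD growth medium · Doses – single compound concentration per well · Timing – static 4 h at 37 °C with compound, 1 h detection · Detection – adenylate kinase release luminescence · Read-out – signal increase indicating cell lysis · Control set – Clomiphene as positive lysis control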
PAX8 inh HTS – lowers PAX8-driven luciferase in RMG-I cells; RMG-I TPO-luciferase reporter, SteadyGlo, 24 h; inhibition, % at 12.6 µM; hit rate 1.2% among 360,000; AID 652154;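 active = mean replicate inhibition at least 60% with every replicate also reaching 60%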;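 also: luciferase light reporting Pax8 driven TPO promoter activity; plate controls were median of neutral control wells for no effect and mitoxantrone controls for full effect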
INS-1E GSIS act – GLuc luminescence reporter in INS-1E cells, primary screen for activators of glucose-dependent secretion of insulin | INS-1E GLuc reporter insulin secretion, 2-3 h | hit rate 0.61% among 370,000 | activation, % at 16.6 µM;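 active = lowest replicate activation of at least 40%, so every replicate reaches that level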;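 also: 0% = median of neutral control wells and 100% = median of IBMX positive control wells; some compounds called inactive have numbers as strong as hits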
Active calls of the source: *.

Preview:
Screening Cc1ccc(S(=O)(=O)N(C)C[C@H]2Oc3ccc(N(C)C)cc3CC(=O)N([C@@H](C)CO)C[C@@H]2C)cc1 returned ARNT TACC3 PPI -9, LGR2 inh -12, Statin myotox sup 17, PglD DTNB 5, PGC1a acetyl inh -4, Cneo AK release 0, PAX8 inh HTS 0 and INS-1E GSIS act 13.
`COc1ccc(CCNC(=O)C2CCCN(c3nn4c(=O)cc(C)nc4s3)C2)cc1OC` (stereo unspecified) gave ARNT TACC3 PPI 3, Statin myotox sup -4, PglD DTNB 0, PGC1a acetyl inh -9 and Cneo AK release 3.

Results, repeating the preview:
Screening Cc1ccc(S(=O)(=O)N(C)C[C@H]2Oc3ccc(N(C)C)cc3CC(=O)N([C@@H](C)CO)C[C@@H]2C)cc1 returned ARNT TACC3 PPI -9, LGR2 inh -12, Statin myotox sup 17, PglD DTNB 5, PGC1a acetyl inh -4, Cneo AK release 0, PAX8 inh HTS 0 and INS-1E GSIS act 13.
`COc1ccc(CCNC(=O)C2CCCN(c3nn4c(=O)cc(C)nc4s3)C2)cc1OC` (stereo unspecified) gave ARNT TACC3 PPI 3, Statin myotox sup -4, PglD DTNB 0, PGC1a acetyl inh -9 and Cneo AK release 3.
COc1cc(C)c(Br)cc1S(=O)(=O)N1CCOCC1 was read as ARNT TACC3 PPI -2, Statin myotox sup 7, PglD DTNB -5, PGC1a acetyl inh 6 and Cneo AK release -3.
Screening O=C1C(Cl)=C(N2CCN(Cc3ccccc3)CC2)C(=O)N1Cc1ccccc1 returned ARNT TACC3 PPI 1, PglD DTNB -4, PGC1a acetyl inh -7, Cneo AK release -1 and PAX8 inh HTS 7.
Screening O=C(Nc1nc(-c2ccc3c(c2)Cc2ccccc2-3)cs1)c1ccccc1 returned ARNT TACC3 PPI -2, LGR2 inh -7, PAX8 inh HTS -3 and INS-1E GSIS act 9.
`CCN1C(=O)NC(c2cccnc2)C(C(=O)OC)=C1C` (stereo unspecified) gave ARNT TACC3 PPI -5, Statin myotox sup -5, PglD DTNB -8 and Cneo AK release 3.
`COCCCNc1nc(N)c([N+](=O)[O-])c(N2CCCCCC2)n1` gave ARNT TACC3 PPI 0, LGR2 inh -1, Statin myotox sup 19, PglD DTNB -3, Cneo AK release 1, PAX8 inh HTS 17 and INS-1E GSIS act -8.
Screening CN(C(=O)CCNC(=O)Cn1cnc2ccccc2c1=O)c1ccc(Br)cc1 returned ARNT TACC3 PPI -2, LGR2 inh 20, Statin myotox sup 8, PglD DTNB 7, PGC1a acetyl inh -15, Cneo AK release 2, PAX8 inh HTS 12 and INS-1E GSIS act -12.
Screening Clc1ccc(-n2ncc3c(NCCN4CCOCC4)ncnc32)cc1 returned ARNT TACC3 PPI -31, Statin myotox sup -22, PglD DTNB -1, PGC1a acetyl inh -1 and Cneo AK release 11.
CCN1CCN(C(=O)c2cc3sccc3n2CC(=O)c2ccccc2)CC1 was read as ARNT TACC3 PPI 2, Statin myotox sup -8, PglD DTNB 5, PGC1a acetyl inh -12 and Cneo AK release -3.
CC(C)[C@H](NC(=O)c1c(F)cccc1F)C(=O)N1CCN(c2ccc(F)cc2)CC1 was read as ARNT TACC3 PPI -3, LGR2 inh 7, Statin myotox sup -3, PglD DTNB 12, Cneo AK release -2, PAX8 inh HTS 1 and INS-1E GSIS act -10.
`C[C@H](CO)N1C[C@H](C)[C@H](CN(C)C(=O)NC2CCCCC2)Oc2c(NC(=O)C3CC3)cccc2C1=O` gave ARNT TACC3 PPI -12, LGR2 inh 3, Statin myotox sup -16, PglD DTNB 1, PGC1a acetyl inh 3, Cneo AK release 2, PAX8 inh HTS -4 and INS-1E GSIS act 6.
Screening COc1ccc(C(=O)N2CCn3c2nc2ccccc23)cc1 returned ARNT TACC3 PPI -5, LGR2 inh -27, Statin myotox sup -13, PglD DTNB 0, PGC1a acetyl inh -6, Cneo AK release 4, PAX8 inh HTS -73 and INS-1E GSIS act 13.
For Cc1ccc(C)c(S(=O)(=O)N2CCCCC2CCNC(=O)C(=O)NC2CCCC2)c1 (stereo unspecified) the results were ARNT TACC3 PPI -1, LGR2 inh 20, Statin myotox sup -3, PglD DTNB 0, PGC1a acetyl inh 1, Cneo AK release 4, PAX8 inh HTS 16 and INS-1E GSIS act -12.
`O=C(Nc1ccc(OC(F)(F)F)cc1)c1n[nH]c(Cn2cncn2)n1` gave ARNT TACC3 PPI -6, Statin myotox sup -1, PglD DTNB -6, PGC1a acetyl inh 2 and Cneo AK release 0.
For COc1cccc(-c2nnc(N)o2)c1 the results were ARNT TACC3 PPI -2, LGR2 inh 14, Statin myotox sup 1, PglD DTNB -10, Cneo AK release 1, PAX8 inh HTS -12 and INS-1E GSIS act 7.
Screening O=C(CSc1ccc2ccccc2n1)Nc1ccc(N2CCOCC2)cc1 returned ARNT TACC3 PPI 4, LGR2 inh 2, PGC1a acetyl inh -10, PAX8 inh HTS -23 and INS-1E GSIS act -4.
Cc1ccccc1NC(=O)c1ccccc1NC(=O)CCC(=O)O was read as ARNT TACC3 PPI -14, LGR2 inh -2, PAX8 inh HTS 3 and INS-1E GSIS act 0.
`COCCCN1C(=O)C(CC(=O)NCCCN(C)C)CC(C(=O)N2CCOCC2)=C1C` (stereo unspecified) gave LGR2 inh 11, Statin myotox sup -1, PglD DTNB 5, PGC1a acetyl inh 14, Cneo AK release 0, PAX8 inh HTS -6 and INS-1E GSIS act -2.
For Cc1noc(C)c1NC(=O)N(C)C[C@@H]1Oc2ncc(C#CC3CCCCC3)cc2C(=O)N([C@@H](C)CO)C[C@@H]1C the results were ARNT TACC3 PPI 3, LGR2 inh -10, PglD DTNB 3, PGC1a acetyl inh -9, Cneo AK release -1 and INS-1E GSIS act 3.
`Cc1csc(=O)n1CCC(=O)OCC(=O)c1c(N)n(CC(C)C)c(=O)n(C)c1=O` gave ARNT TACC3 PPI 5, LGR2 inh -4, Statin myotox sup -4, PglD DTNB 1, Cneo AK release 0, PAX8 inh HTS 9 and INS-1E GSIS act -46.
For CC1=Nc2ccccc2/C1=C/c1sc(=N)n(-c2nccs2)c1O the results were ARNT TACC3 PPI 25, LGR2 inh -2, Statin myotox sup 6, PglD DTNB -3, Cneo AK release 6 and INS-1E GSIS act -10.
For Cc1oc(C(C)(C)C)cc1C(=O)Nc1cccc(/C=C\C(=O)O)c1 the results were ARNT TACC3 PPI -2, LGR2 inh -32, PAX8 inh HTS -7 and INS-1E GSIS act 6.
For O=C(c1ccc(-c2ccc([N+](=O)[O-])cc2)o1)N1CCN(S(=O)(=O)c2cccs2)CC1 the results were ARNT TACC3 PPI -1, LGR2 inh 5, Statin myotox sup 2, PglD DTNB 5, PGC1a acetyl inh 7, Cneo AK release 0, PAX8 inh HTS 35 and INS-1E GSIS act 7.
Cc1nc2c(sc(=S)n2Cc2ccco2)c(=O)n1CC(=O)Nc1ccccc1F was read as ARNT TACC3 PPI -6, LGR2 inh 11, Statin myotox sup -25, PglD DTNB 8, PGC1a acetyl inh 1, Cneo AK release 3, PAX8 inh HTS -4 and INS-1E GSIS act 5.
`Cc1ccc(CNC(=O)CCCc2ccccc2)cc1` gave ARNT TACC3 PPI -9, LGR2 inh -2, PAX8 inh HTS -1 and INS-1E GSIS act -4.
CCC(=O)C1CCCN(C(=O)c2ccc3nc(-c4cccc(OC)c4)oc3c2)C1 (stereo unspecified) was read as ARNT TACC3 PPI -5, LGR2 inh -53, Statin myotox sup 5, PglD DTNB 4, Cneo AK release -3, PAX8 inh HTS -92 and INS-1E GSIS act -9.
COc1ccccc1NC(=O)CSc1nnc(Cn2nnc(-c3ccccc3)n2)n1-c1ccccc1 was read as ARNT TACC3 PPI 5, Statin myotox sup -1, PglD DTNB -285, PGC1a acetyl inh 6, Cneo AK release 2 and PAX8 inh HTS 20.
Screening Cc1noc(C)c1C(=O)Nc1nc(-c2cc(F)ccc2F)cs1 returned ARNT TACC3 PPI -3, LGR2 inh -45, Statin myotox sup -1, PglD DTNB -2, PGC1a acetyl inh -67, Cneo AK release 2, PAX8 inh HTS -71 and INS-1E GSIS act -22.
For CCC(C(=O)OCC(=O)NC(=O)NC(C)(C)C)c1ccccc1 (stereo unspecified) the results were ARNT TACC3 PPI -10, LGR2 inh 0, PAX8 inh HTS -4 and INS-1E GSIS act -1.
Screening CCc1ccc(CN2CCCC(CNS(=O)(=O)c3ccc(OC)cc3)C2)cc1 (stereo unspecified) returned ARNT TACC3 PPI 3, LGR2 inh 12, PAX8 inh HTS -5 and INS-1E GSIS act 6.
For Cc1cc2cc(CN(Cc3cccs3)C(c3nnnn3C(C)(C)C)C(C)C)c3nnnn3c2cc1C (stereo unspecified) the results were ARNT TACC3 PPI -3, Statin myotox sup -14, PglD DTNB -4, PGC1a acetyl inh -10 and Cneo AK release 1.
CC(Cn1cncn1)C(=O)N1CCN(S(=O)(=O)c2ccccc2)CC1 (stereo unspecified) was read as ARNT TACC3 PPI -5, LGR2 inh -11, Statin myotox sup -41, PglD DTNB 5, PGC1a acetyl inh 2, Cneo AK release 4, PAX8 inh HTS -6 and INS-1E GSIS act 1.
For CC(=O)c1cc2ccc(O)cc2oc1=O the results were ARNT TACC3 PPI -5, LGR2 inh -2, Statin myotox sup -3, PglD DTNB -13, PGC1a acetyl inh 7, Cneo AK release -1, PAX8 inh HTS 4 and INS-1E GSIS act 8.
C=CCNc1sc(C(=O)c2ccc(C)cc2)c(N)c1C#N was read as ARNT TACC3 PPI -1, PglD DTNB -1, PGC1a acetyl inh 9 and Cneo AK release 0.
Cc1noc(C)c1NC(=O)Nc1ccc2c(c1)C(=O)N([C@H](C)CO)C[C@H](C)[C@H](CN(C)CC1CCCCC1)O2 was read as ARNT TACC3 PPI -1, LGR2 inh 21, Statin myotox sup -1, PglD DTNB -2, PGC1a acetyl inh -1, Cneo AK release 93*, PAX8 inh HTS -10 and INS-1E GSIS act 5.
For CC(=O)c1ccc(N(C(=O)Cn2nnc3ccccc32)C(C(=O)NCc2ccccc2)c2ccccn2)cc1 (stereo unspecified) the results were ARNT TACC3 PPI 5, LGR2 inh -5, PglD DTNB 2, PGC1a acetyl inh 4, Cneo AK release 2, PAX8 inh HTS -20 and INS-1E GSIS act 18.
`CC(C)C[C@H](NC(=O)N1CCn2c1nc1ccccc12)C(=O)N1CCCCC1` gave ARNT TACC3 PPI 2, LGR2 inh 13, Statin myotox sup 11, PglD DTNB 1, PGC1a acetyl inh 0, Cneo AK release 0, PAX8 inh HTS 9 and INS-1E GSIS act -15.
For O=C(CCc1nnc(CCc2ccccc2)o1)N1CCCC1c1nccs1 (stereo unspecified) the results were ARNT TACC3 PPI -71, LGR2 inh -17, Statin myotox sup 9, PGC1a acetyl inh 5, PAX8 inh HTS -16 and INS-1E GSIS act -4.
O=C1NC(c2ccccc2)Oc2ccccc21 (stereo unspecified) was read as ARNT TACC3 PPI 1, LGR2 inh 5, Statin myotox sup 1, PglD DTNB 7, PGC1a acetyl inh 10, Cneo AK release 2, PAX8 inh HTS -5 and INS-1E GSIS act 0.
For COc1ccc(OCCNC(=O)C2(C)CCN2Cc2ccc3ccccc3c2)cc1 (stereo unspecified) the results were Statin myotox sup -300, PglD DTNB 5, PGC1a acetyl inh -6, Cneo AK release 0 and PAX8 inh HTS 6.
CC(=O)N1[C@H](CO)[C@H]2c3ccccc3N(S(=O)(=O)c3ccccc3F)C[C@H]21 was read as ARNT TACC3 PPI 3, LGR2 inh 9, Statin myotox sup 8, PglD DTNB 2, PGC1a acetyl inh 7, Cneo AK release -2, PAX8 inh HTS 1 and INS-1E GSIS act 14.
`Cc1ccc2c(c1)N(CC(=O)O)C(=O)CO2` gave ARNT TACC3 PPI -8, LGR2 inh 18, Statin myotox sup 3, PglD DTNB 3, PGC1a acetyl inh -9, Cneo AK release -1 and INS-1E GSIS act -5.
`Cc1ccc(-c2csc3nc[nH]c(=S)c23)cc1C` gave ARNT TACC3 PPI 6, LGR2 inh 0, Statin myotox sup 10, PglD DTNB -2, PGC1a acetyl inh 15, Cneo AK release 38 and INS-1E GSIS act -6.
